Compound activity (PubChem BioAssay)
OPRM1-OPRD1 inv – mu-delta opioid heterodimer inverse agonism; hit rate 0.21% among 340,000; AID 504357; cell-based MOR-DOR heterodimer luminescence; inhibition, % at 9.3 µM; in the data active = inhibition above about 22%, passing the limit was not always enough;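 also: 0% = cells with DMSO and 100% = wells without cells with DMSO; values of inactives mirror those of a sister screen read the other way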
Target sequence (P35372 whole entry, looked up): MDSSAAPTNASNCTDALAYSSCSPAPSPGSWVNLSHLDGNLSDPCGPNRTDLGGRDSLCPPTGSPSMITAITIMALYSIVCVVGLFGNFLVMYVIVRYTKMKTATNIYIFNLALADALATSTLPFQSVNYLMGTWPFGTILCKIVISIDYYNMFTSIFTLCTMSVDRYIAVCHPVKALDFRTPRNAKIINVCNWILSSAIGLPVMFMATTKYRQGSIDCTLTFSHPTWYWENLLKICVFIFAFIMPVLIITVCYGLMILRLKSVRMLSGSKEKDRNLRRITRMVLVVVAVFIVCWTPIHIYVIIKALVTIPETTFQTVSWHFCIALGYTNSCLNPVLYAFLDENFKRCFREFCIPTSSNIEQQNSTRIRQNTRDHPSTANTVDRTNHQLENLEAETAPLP
Target sequence (P41143 whole entry, looked up): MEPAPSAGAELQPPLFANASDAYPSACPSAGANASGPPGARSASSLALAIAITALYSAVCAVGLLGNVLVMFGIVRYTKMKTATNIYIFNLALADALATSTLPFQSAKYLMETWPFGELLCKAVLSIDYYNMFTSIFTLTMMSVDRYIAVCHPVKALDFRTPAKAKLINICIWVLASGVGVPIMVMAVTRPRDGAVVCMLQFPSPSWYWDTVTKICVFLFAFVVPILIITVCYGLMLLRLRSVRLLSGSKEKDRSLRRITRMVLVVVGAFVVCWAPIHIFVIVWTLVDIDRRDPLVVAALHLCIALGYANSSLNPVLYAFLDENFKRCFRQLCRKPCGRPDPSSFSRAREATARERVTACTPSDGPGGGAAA
PKA-R1A act – PKA-R1A complex activation; PKA-R1A dissociation, Cy5-IP20 fluorescence polarization; scaled: DMSO 0%, 113 µM cGMP 100%; hit rate 0.083% among 340,000; AID 504707; activation, % at 11.4 µM;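 active = percent activation above the mean of all tested compounds plus 3 SD, cut at about 19% in these data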;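 also: higher means more PKAc released from R1A so a rise in polarization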
MOR-DOR ag – agonists of human mu-delta opioid receptor heterodimerization. hit rate 0.3% among 340,000. activation, % at 9.3 µM. P35372+P41143. cells, OPRM1-OPRD1 heterodimerization, luminescence; in the data active = activation above about 18%;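 also: 0% = vehicle-treated cells and 100% = reference agonist; values of inactives mirror those of a sister screen read the other way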
Arr AP2 block – blocks beta-arrestin peptide binding to AP2 adaptin | hit rate 0.31% among 340,000 | inhibition, % at 10 µM | AID 504490 | FITC-arrestin peptide / GST-AP2 beads, flow cytometry; AP2 beta2 appendage carries R879A mutation;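 active = inhibition above a set limit, near 3 SD of compounds lacking own fluorescence, cut at about 54% in these data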;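 also: plate controls were DMSO wells for no effect and 5 µM unlabelled arrestin peptide for full effect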
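System: GST-tagged AP2 beta2-adaptin appendage (R879A) on 4 µm glutathione beads / Reagent: FITC-arrestin peptide, 50 nM / Detection: HyperCyt-sampled flow cytometry, FL1 channel, ex 488/em 535 nm / Timing: 12 min plus 1 h, RT / Buffer or medium: PBS plus Tween 20 (0.05%) and BSA (0.1%)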
Pemphigus Ab inh – blocks pemphigus antibody binding to human desmoglein-3. DSG3-coupled beads, scFv-anti-DSG3-GFP binding, flow cytometry; hits give low values. binding (percent of control), % at 10 µM. hit rate 0.48% among 310,000;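 active = binding more than 3 SD below its plate's average and above zero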;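 also: hits lower antibody fragment binding to DSG3; some compounds called inactive have numbers as strong as hits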
HTR5A ag – activates human HTR5A in OPRM1-OPRD1 agonist counter-screen | HTR5A agonist assay, luminescence, cell-based | activation, % at 9.3 µM | AID 504692 | hit rate 0.61% among 340,000; in the data active = activation mostly above about 9.5%, no sharp cut-off; inactive = mostly below about 7.6%;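 also: 0% = cells with vehicle only and 100% = reference agonist; strong numbers were not always called active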
PKA-R2B activ – activates the human PKA-R2B holoenzyme complex; P22694+P31323; PKA-R2B holoenzyme dissociation, Cy5-IP20 fluorescence polarization; R2B truncated from residue 108, S112A mutant; 0% DMSO only, 100% 113 µM cGMP; activation, % at 11.4 µM; hit rate 0.079% among 340,000; AID 504700;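 active = activation above a cutoff set at the mean over all compounds plus 3 SD, cut at about 18% in these data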;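 also: higher means more holoenzyme dissociation and a rise in polarization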
HTR5A inv ctr – counter-screen for OPRM1-OPRD1 inverse agonists: human HTR5A inverse agonism. HTR5A cell line, luminescence. inhibition, % at 9.3 µM. hit rate 0.083% among 340,000; in the data active = inhibition mostly above about 23%, no sharp cut-off; inactive = mostly below about 18%;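 also: 0% = cells with DMSO and 100% = no-cell wells with DMSO; some compounds called inactive have numbers as strong as hits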
V-ATPase pH – regulators of yeast V-ATPase proton transport; S. cerevisiae, pHLuorin cytosolic pH fluorescence; response, % at 10 µM; hit rate 0.37% among 350,000; in the data active = response mostly above about 7.3%, no sharp cut-off; inactive = mostly below about 5.4%; also: actives read high; inactives centre near 0; some compounds called inactive have numbers as strong as hits; reference of the scale not given here
DAGLB inh – blocks human DAGLB lipase activity | HEK293T DAGLB membrane lysate, EnzChek fluorogenic substrate | AID 504411 | inhibition, % at 5.17 µM | hit rate 0.059% among 340,000; in the data active = inhibition above about 34%;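 also: 0% = enzyme with vehicle and 100% = wells lacking enzyme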
Active calls of the source: *; nt = no result given. Rows are unselected; overall some 2.4% were active at least once.

SMILES	OPRM1-OPRD1 inv	PKA-R1A act	MOR-DOR ag	Arr AP2 block	Pemphigus Ab inh	HTR5A ag	PKA-R2B activ	HTR5A inv ctr	V-ATPase pH	DAGLB inh
COC(=O)c1ccccc1NC(=O)/C=N/O	5	-9	-0.9	16	100	-3	-1	8	-5	0
CCOC(=O)C1=C(CSc2nc3c(cc2C#N)CN(C)CC3)OC(N)=C(C#N)C1c1ccccc1 (configuration not stated)	-2	13	0.5	5	107	-3	2	8	-3	-2
CCOC(=O)c1c(NC(=O)CCN2C(=O)c3ccccc3C2=O)sc(C(=O)OC(C)C)c1C	18	-10	-3.3	6	99	-3	-10	-1	-1	-2
COc1ccc(CCNC(=O)Cn2cnc3c2c(=O)n(C)c(=O)n3C)cc1OC	nt	3	nt	2	96	nt	-5	nt	4	2
COc1cc2c(cc1NC(=S)NC(=O)c1c(OC)cccc1OC)oc1ccccc12	8	-6	-1.3	-4	88	2	-10	-3	0	0
Cc1nc(C2COc3ccccc3O2)sc1C(=O)O (configuration not stated)	10	-2	-1.9	5	119	-4	9	10	-3	0
Cc1noc(C)c1COC(=O)COc1ccc2c(C)cc(=O)oc2c1	12	5	-2.3	1	104	3	-1	-10	1	0
CCOC(=O)c1ccc(NC(=O)CSc2nc(NC(=O)c3ccccc3)c3c(C)c(C)oc3n2)cc1	19	7	-3.8	24	96	-2	0	-13	-2	-3
Cc1ccc(NS(=O)(=O)c2ccc(C)c(C(=O)NCC(c3ccccc3)N(C)C)c2)cc1 (configuration not stated)	-31	3	8.0	-1	nt	-1	14	1	3	1
COC(=O)c1ccc(-c2noc(CN(Cc3nccn3C)C(C)C)n2)cc1	14	-4	-2.8	2	104	-2	0	6	-2	3
COc1ccc(C(O)(C(C)C)C(CN2CCOCC2)c2ccc(Cl)cc2)cc1 (configuration not stated)	-16	1	3.6	10	106	1	1	-4	-2	-16
COc1ccc(C)c(S(=O)(=O)Nc2ccc(OCC(=O)O)cc2)c1	5	1	-0.9	28	nt	7	-5	-19	4	1
CCCC1CCC(c2ccc(OCC)cc2)=CC1=O (configuration not stated)	11	-4	-2.1	4	111	6	0	-16	-1	-11
CN1CCC(N(C)C(=S)Nc2ccc(SC(F)F)cc2)CC1	15	-5	-2.9	8	95	2	0	16	-2	2
Cc1c(C(=O)N2CCC3(CC2)CC(=O)c2ccccc2O3)cccc1[N+](=O)[O-]	19	1	-3.4	10	112	0	5	-1	15	-2
CCOc1cc(/C=N/N=C(/N)c2nonc2N)cc(Br)c1OCc1ccc(Cl)cc1	-22	5	3.8	0	nt	-2	2	6	6	-6
COc1cccc(NC(=O)c2nc3ncccn3n2)c1	15	0	-2.7	16	99	0	-2	-21	1	3
CC12CCC(=O)N1C(C(=O)N1CCN(S(=O)(=O)c3ccc(F)c(F)c3)CC1)CS2 (configuration not stated)	2	-14	-0.2	-12	78	1	-11	-2	-2	3
CCc1ccccc1S(=O)(=O)Cc1ccc(C(=O)NCC2CCCO2)o1 (configuration not stated)	9	6	-1.8	13	102	4	-14	-11	0	0
Oc1ccc(C=NCCc2ccccc2)cc1	12	5	-2.8	-13	95	5	-8	-17	1	-5
O=C(CNS(=O)(=O)c1ccccc1)Nc1cccc([N+](=O)[O-])c1	-1	2	0.1	6	104	-3	-2	-22	-1	-1
c1ccc(-c2cn3c(n2)-c2ccccc2C3)cc1	4	4	-0.8	-4	127	2	10	-1	6	-2
O=C(Nc1cccc(S(=O)(=O)N2CCOCC2)c1)c1c2c(nc3ccccc13)CCC2	8	-7	-1.3	-6	94	-4	-4	8	1	2
Cc1ccc(C(=O)Nc2cc(C(F)(F)F)ccc2N2CCCCC2)cc1[N+](=O)[O-]	-13	-8	2.5	17	116	0	3	-1	3	-1
COc1ccc(NC(=O)N2C3CCCC2CC(NC(=O)C2CC2)C3)cc1 (configuration not stated)	-4	-6	0.5	-14	91	5	-8	-15	5	1

A different layout for part of the listing above.
mol | OPRM1-OPRD1 inv | PKA-R1A act | MOR-DOR ag | Arr AP2 block | Pemphigus Ab inh | HTR5A ag | PKA-R2B activ | HTR5A inv ctr | V-ATPase pH | DAGLB inh
CN1CCC(N(C)C(=S)Nc2ccc(SC(F)F)cc2)CC1 | 15 | -5 | -2.9 | 8 | 95 | 2 | 0 | 16 | -2 | 2
Cc1c(C(=O)N2CCC3(CC2)CC(=O)c2ccccc2O3)cccc1[N+](=O)[O-] | 19 | 1 | -3.4 | 10 | 112 | 0 | 5 | -1 | 15 | -2
CCOc1cc(/C=N/N=C(/N)c2nonc2N)cc(Br)c1OCc1ccc(Cl)cc1 | -22 | 5 | 3.8 | 0 | nt | -2 | 2 | 6 | 6 | -6
COc1cccc(NC(=O)c2nc3ncccn3n2)c1 | 15 | 0 | -2.7 | 16 | 99 | 0 | -2 | -21 | 1 | 3
CC12CCC(=O)N1C(C(=O)N1CCN(S(=O)(=O)c3ccc(F)c(F)c3)CC1)CS2 (configuration not stated) | 2 | -14 | -0.2 | -12 | 78 | 1 | -11 | -2 | -2 | 3
CCc1ccccc1S(=O)(=O)Cc1ccc(C(=O)NCC2CCCO2)o1 (configuration not stated) | 9 | 6 | -1.8 | 13 | 102 | 4 | -14 | -11 | 0 | 0
Oc1ccc(C=NCCc2ccccc2)cc1 | 12 | 5 | -2.8 | -13 | 95 | 5 | -8 | -17 | 1 | -5
O=C(CNS(=O)(=O)c1ccccc1)Nc1cccc([N+](=O)[O-])c1 | -1 | 2 | 0.1 | 6 | 104 | -3 | -2 | -22 | -1 | -1
c1ccc(-c2cn3c(n2)-c2ccccc2C3)cc1 | 4 | 4 | -0.8 | -4 | 127 | 2 | 10 | -1 | 6 | -2
O=C(Nc1cccc(S(=O)(=O)N2CCOCC2)c1)c1c2c(nc3ccccc13)CCC2 | 8 | -7 | -1.3 | -6 | 94 | -4 | -4 | 8 | 1 | 2
Cc1ccc(C(=O)Nc2cc(C(F)(F)F)ccc2N2CCCCC2)cc1[N+](=O)[O-] | -13 | -8 | 2.5 | 17 | 116 | 0 | 3 | -1 | 3 | -1
COc1ccc(NC(=O)N2C3CCCC2CC(NC(=O)C2CC2)C3)cc1 (configuration not stated) | -4 | -6 | 0.5 | -14 | 91 | 5 | -8 | -15 | 5 | 1

New compounds follow.
SMILES	OPRM1-OPRD1 inv	PKA-R1A act	MOR-DOR ag	Arr AP2 block	Pemphigus Ab inh	HTR5A ag	PKA-R2B activ	HTR5A inv ctr	V-ATPase pH	DAGLB inh
COc1ccc(C(=O)NC2CCCc3ccccc32)cc1[N+](=O)[O-] (configuration not stated)	5	-5	-1.0	5	100	-4	-1	13	1	3
COC(=O)[C@H](Cc1ccccc1)NC(=O)c1ccc2ccccc2n1	-4	-6	0.7	15	nt	3	3	-8	6	-5
CC(C)(Oc1ccc(Cl)cc1)C(=O)NCCCn1ccnc1	3	-4	-0.6	-4	102	4	4	6	2	1
COCc1ccc(CN2CCCC(C(=O)Nc3ccc(-c4cccc(OC)c4)cc3)C2)o1 (configuration not stated)	-20	5	3.8	7	nt	12*	2	-13	0	0
C=CCn1c(-c2ccccc2)ccc(C#N)c1=O	-25	-5	4.9	-1	nt	-1	-10	3	0	-8
COc1ccc(/C=C/c2nc(S(=O)(=O)c3ccccc3)c(NCCCN(C)C)o2)cc1OC	11	4	-2.1	-12	nt	1	9	-4	4	0
CCOC(=O)c1cc2c(C)n(-c3ccc(OCC)cc3)c(C)c2ccc1=O	4	-6	-0.8	18	nt	-4	-6	-8	-5	1
CC(=O)N1c2ccc(S(=O)(=O)N3CCCC(C(=O)N4CCCCC4)C3)cc2CC1C (configuration not stated)	8	-8	-1.4	15	100	-2	5	4	4	0
Cc1nnc(SCCn2c(N3CCN(C)CC3)nc3c2c(=O)[nH]c(=O)n3C)s1	4	-5	-0.7	-5	101	1	1	-22	0	1
CCCSC1=N/C(=C\c2ccsc2)C(=O)S1	4	-7	-0.6	9	98	0	-1	-14	2	-2
COc1ccc(N2C(=O)CC(Nc3ccc(C(=O)O)cc3)C2=O)cc1OC (configuration not stated)	-1	-5	0.2	32	104	-2	11	5	0	-1
Cc1c(C(=O)OCC(=O)Nc2c(C)n(C)n(-c3ccccc3)c2=O)cccc1[N+](=O)[O-]	8	-11	-1.6	25	98	-4	9	24	1	4
O=C(NCc1cccnc1)C(=O)NCC1OCCCN1S(=O)(=O)c1cc(F)ccc1F (configuration not stated)	nt	4	nt	nt	98	nt	-4	nt	-3	-11
COc1ccccc1C1=CC(=O)CCC1	11	1	-2.0	-3	96	2	5	3	-1	-1
Cc1cccc(-n2c(CNC(=O)Cc3ccccc3)n[nH]c2=S)c1	3	3	-0.5	3	102	3	8	-7	2	3
O=C(CSc1ncnc2c1cnn2-c1ccccc1)NC1CCS(=O)(=O)C1 (configuration not stated)	16	-7	-3.9	-11	nt	3	3	-8	-6	2
COc1cccc(C2=NN(C(=O)C3CC3)C(O)(C(F)(F)F)C2)c1 (configuration not stated)	nt	3	nt	nt	100	nt	4	nt	nt	-3
Cc1ccccc1C(=O)NC1CCN(CC(=O)NCc2ccccc2)CC1	12	-16	-2.2	12	99	-3	-14	6	5	1
O=S(=O)(Nc1nccs1)c1ccc(NS(=O)(=O)c2c(F)cc(F)c(Cl)c2F)cc1	5	5	-0.9	1	91	-1	3	4	6	5
COc1ccc(Br)cc1CN1CCN(C(=O)c2ccc(OC)c(OC)c2)CC1	10	-5	-1.8	-24	110	-2	-10	5	1	0
CC(=O)N1N=C(c2cccc([N+](=O)[O-])c2)OC1c1cccc(Br)c1 (configuration not stated)	-1	-6	0.2	-14	98	-5	-3	12	0	-2
O=[N+]1C2=C(CCCC2)N([O-])C12CCCC2	5	-8	-1.0	0	97	11	-1	-27	-3	2
Cc1ccc(NC(=O)CN2C(=O)NC(Cc3c[nH]c4ccccc34)C2=O)cc1 (configuration not stated)	13	-11	-3.3	-24	98	-2	4	12	-5	0
COc1ccccc1Cn1c(=S)[nH]c2cc(C(=O)N3CCC(C(N)=O)CC3)ccc2c1=O	24	-7	-4.8	-40	97	-4	-9	14	-1	0
COc1cc(C(N)=O)cc(Cl)c1OCc1ccccc1	13	-14	-2.2	-4	99	-2	4	5	2	-2
CCCn1cc(CN2CCC(C(=O)Nc3cccc(-c4cscn4)c3)CC2)c(C)n1	9	9	-1.7	-3	111	2	3	-9	-1	-1
CCOc1ccc(CN(C)C(=O)NNC(=O)c2ccc(C)cc2)cc1OC	1	-1	-0.2	0	96	7	-3	-19	-4	-3
O=c1[nH]c(N/N=C/c2ccccc2)nc2ccccc12	13	11	-2.3	28	95	-5	-6	3	-2	0
COc1ccc(S(=O)(=O)N2CCOC23CCN(S(=O)(=O)c2ccc(C)cc2)CC3)cc1	-1	4	0.2	7	92	-7	-5	1	2	0
